# Screening results from PubChem BioAssay.
# MOR-DOR ag: agonists of OPRM1-OPRD1 heterodimerization, primary screen, cell-based, luminescence; cells; activation, % at 9.3 µM; 0.3% of 340,000 active; AID 504326, 2011; in the data active = activation above about 18%;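 note: 0% = vehicle-treated cells and 100% = reference agonist; values of inactives mirror those of a sister screen read the other way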
# MOR-DOR inv ag: inverse agonists of MOR-DOR heterodimerization, primary screen, cell-based, luminescence; inhibition, % at 9.3 µM; cell-based MOR-DOR heterodimer luminescence, inverse agonism; Mu-type opioid receptor (Homo sapiens) + Delta-type opioid receptor (Homo sapiens), …; 0.21% of 340,000 active; in the data active = inhibition above about 22%, passing the limit was not always enough;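 note: 0% = cells with DMSO and 100% = wells without cells with DMSO; values of inactives mirror those of a sister screen read the other way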
# Arrestin-AP2 inh: inhibitors of beta-arrestin/AP2 binding, primary screen, biochemical, GPCR trafficking, flow cytometry | beta-arrestin 1 C-terminal peptide binding to AP2 beta2-adaptin appendage (human) | FITC-arrestin peptide / GST-AP2 beads; AP2 beta2 appendage carries R879A mutation | inhibition, % at 10 µM | 0.31% of 340,000 active;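 active = inhibition above a set limit, near 3 SD of compounds lacking own fluorescence, cut at about 54% in these data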;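 note: plate controls were DMSO wells for no effect and 5 µM unlabelled arrestin peptide for full effect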
#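 Assay system: GST-AP2 R879A bound to glutathione beads, E. coli-expressed; Medium: PBS with 0.05% Tween 20 and 0.1% BSA; Also added: fluorescein-tagged arrestin peptide at 50 nM final; Timing: 12 min plus 1 h, RT; Measured by: flow cytometry, FL1 (488/535 nm); Evaluation: percent drop in bead-associated FITC signal.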
# HTR5A inv ctr: HTR5A inverse agonists in luminescence cell assay, primary screen, counter-screen for OPRM1-OPRD1 heterodimer inverse agonist project, full-deck HTS. 5-hydroxytryptamine receptor 5A (Homo sapiens), P47898. HTR5A cell line, inverse agonism. inhibition, % at 9.3 µM. 0.083% of 340,000 active. AID 504634, 2011; in the data active = inhibition mostly above about 23%, no sharp cut-off; inactive = mostly below about 18%;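 note: 0% = cells with DMSO and 100% = no-cell wells with DMSO; some compounds called inactive have numbers as strong as hits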
# PKA-R2B act: activators of PKA-R2B holoenzyme, primary screen, biochemical, fluorescence polarization, Cy5-IP20, human. AID 504700, 2011. 0.079% of 340,000 active. activation, % at 11.4 µM. cAMP-dependent protein kinase catalytic subunit beta (Homo sapiens) + cAMP-dependent …. PKA-R2B holoenzyme dissociation; R2B truncated from residue 108, S112A mutant; 0% DMSO only, 100% 113 µM cGMP;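 active = activation above a cutoff set at the mean over all compounds plus 3 SD, cut at about 18% in these data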;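 note: higher means more holoenzyme dissociation and a rise in polarization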
# HTR5A ag: HTR5A agonists in luminescence cell assay, primary screen, counter-screen for OPRM1-OPRD1 heterodimer agonist project, full-deck HTS; cell-based; 0.61% of 340,000 active; activation, % at 9.3 µM; 5-hydroxytryptamine receptor 5A (Homo sapiens), P47898; in the data active = activation mostly above about 9.5%, no sharp cut-off; inactive = mostly below about 7.6%;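 note: 0% = cells with vehicle only and 100% = reference agonist; strong numbers were not always called active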
# Pemphigus Ab inh: inhibitors of pemphigus antibody binding to DSG3, primary screen, biochemical, bead-based, flow cytometry, scFv-GFP; Desmoglein-3 (Homo sapiens), P32926; DSG3-coupled beads, scFv-anti-DSG3-GFP binding; hits give low values; binding (percent of control), % at 10 µM; 0.48% of 310,000 active;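 active = binding more than 3 SD below its plate's average and above zero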;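 note: hits lower antibody fragment binding to DSG3; some compounds called inactive have numbers as strong as hits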
# Target sequence (P32926 whole entry, looked up, the tested form may be a part): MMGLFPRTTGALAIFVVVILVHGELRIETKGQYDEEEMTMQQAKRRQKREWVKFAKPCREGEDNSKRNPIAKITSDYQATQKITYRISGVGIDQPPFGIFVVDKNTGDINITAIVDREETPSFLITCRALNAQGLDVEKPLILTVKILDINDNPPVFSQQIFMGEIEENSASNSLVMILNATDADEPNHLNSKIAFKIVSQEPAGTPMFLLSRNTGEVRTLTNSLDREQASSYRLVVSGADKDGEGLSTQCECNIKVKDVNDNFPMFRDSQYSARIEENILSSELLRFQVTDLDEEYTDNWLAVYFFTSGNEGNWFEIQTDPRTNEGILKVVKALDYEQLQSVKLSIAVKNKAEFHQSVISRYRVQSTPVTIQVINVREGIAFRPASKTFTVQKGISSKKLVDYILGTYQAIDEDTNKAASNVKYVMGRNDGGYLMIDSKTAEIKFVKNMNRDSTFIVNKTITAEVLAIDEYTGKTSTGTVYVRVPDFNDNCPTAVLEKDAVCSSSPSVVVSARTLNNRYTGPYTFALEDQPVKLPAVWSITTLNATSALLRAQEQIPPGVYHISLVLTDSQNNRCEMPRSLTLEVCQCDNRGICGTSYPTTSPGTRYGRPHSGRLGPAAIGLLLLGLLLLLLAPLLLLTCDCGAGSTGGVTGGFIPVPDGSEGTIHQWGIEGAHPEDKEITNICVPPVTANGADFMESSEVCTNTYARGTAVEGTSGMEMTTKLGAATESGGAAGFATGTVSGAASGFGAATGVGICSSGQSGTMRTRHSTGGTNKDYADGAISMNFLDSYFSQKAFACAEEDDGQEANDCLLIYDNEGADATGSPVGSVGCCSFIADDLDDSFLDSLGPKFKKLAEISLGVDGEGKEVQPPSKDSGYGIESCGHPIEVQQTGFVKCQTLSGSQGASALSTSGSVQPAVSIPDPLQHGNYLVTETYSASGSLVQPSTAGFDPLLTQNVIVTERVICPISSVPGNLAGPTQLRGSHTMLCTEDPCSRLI
# PKA-R1A activ: activators of PKA-R1A holoenzyme, primary screen, biochemical, fluorescence polarization, Cy5-IP20, bovine R1A, mouse PKAc. AID 504707, 2011. activation, % at 11.4 µM. PKA-R1A dissociation; scaled: DMSO 0%, 113 µM cGMP 100%. 0.083% of 340,000 active. cAMP-dependent protein kinase type I-alpha regulatory subunit (Bos taurus) + …;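 active = percent activation above the mean of all tested compounds plus 3 SD, cut at about 19% in these data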;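 note: higher means more PKAc released from R1A so a rise in polarization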
# V-ATPase pH: regulators of yeast V-ATPase proton pumping, primary screen, pHLuorin cytosolic pH fluorescence; S. cerevisiae; response, % at 10 µM; 0.37% of 350,000 active; in the data active = response mostly above about 7.3%, no sharp cut-off; inactive = mostly below about 5.4%; note: actives read high; inactives centre near 0; some compounds called inactive have numbers as strong as hits; reference of the scale not given here
# DAGLB inh: DAGLB lipase inhibitors, primary screen, biochemical, fluorescence, HTS; AID 504411, 2011; HEK293T DAGLB membrane lysate, EnzChek fluorogenic substrate; 0.059% of 340,000 active; inhibition, % at 5.17 µM; Diacylglycerol lipase-beta (Homo sapiens), Q8NCG7; in the data active = inhibition above about 34%;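 note: 0% = enzyme with vehicle and 100% = wells lacking enzyme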
# An asterisk follows results filed as active; . = not tested or not shown. Rows were taken by chance. Share with any hit: about 2.4%.
entry | Compound | MOR-DOR ag | MOR-DOR inv ag | Arrestin-AP2 inh | HTR5A inv ctr | PKA-R2B act
1 | COc1cccc(CNC(=O)CS(=O)(=O)Cc2nc(-c3ccc(C)cc3)oc2C)c1OC | -1.2 | 7 | 0 | -19 | 2
2 | O=C(Cc1cc(C(=O)O)c2ccccc2n1)Nc1ccccc1 | -0.3 | 1 | 14 | -3 | -18
3 | O=C(COc1ccccc1-c1ccccc1)N/N=C/c1ccc2ccccc2c1 | 5.0 | -26 | 5 | -5 | -1
4 | O=C1C2CC=C(Cl)CC2C(=O)N1CCc1ccccc1 (stereo not drawn) | -2.0 | 11 | 6 | -9 | 8
5 | COc1ccc(CCNC(=O)CCNS(=O)(=O)c2cccc3nonc23)cc1OC | -1.7 | 10 | 2 | -7 | -4
6 | NC(=O)CCSC(=S)N1CCOCC1 | -2.1 | 11 | -22 | -14 | 1
7 | c1ccc(Oc2nnc(-c3cccs3)c3ccccc23)cc1 | 0.4 | -2 | 4 | 1 | -5
8 | CN(c1ccc(OCC(=O)NCc2cccnc2)cc1)S(=O)(=O)c1ccc(Cl)cc1 | -0.8 | 4 | 3 | 24 | -1
9 | CCC(C)N1C(=O)S/C(=C/c2ccc(N3CCOCC3)cc2C)C1=O (stereo not drawn) | 2.5 | -12 | 4 | 3 | -5
10 | Cc1cc(=O)c2c(O)c(O)ccc2o1 | -1.8 | 9 | -5 | -8 | -4
11 | C/C(=C\c1cccc(Br)c1)C(=O)c1c(C)cc(C)[nH]c1=O | -1.9 | 11 | 2 | -23 | -12
12 | Cc1ccc(S(=O)(=O)c2nc(Nc3ccccc3N3CCOCC3)sc2Cl)cc1 | 0.9 | -5 | 21 | -22 | 9
13 | CCOC(=O)c1c(C)[nH]c(C(=O)OCC(=O)Nc2ccccc2)c1C | -0.2 | 1 | 6 | 14 | -5
14 | OC(COc1ccc(Cl)cc1)CN1CCN(c2cccc(Cl)c2)CC1 (stereo not drawn) | 3.8 | -17 | 11 | -26 | 6
15 | O=C(OCc1ccccc1)c1cccc(-c2nnc(-c3ccccc3)o2)c1 | -3.2 | 17 | -2 | -40 | 0

entry | HTR5A ag | Pemphigus Ab inh | PKA-R1A activ | V-ATPase pH | DAGLB inh
1 | -1 | 99 | -6 | -3 | -2
2 | -12 | 102 | 1 | 0 | -1
3 | 8 | . | -8 | 1 | -7
4 | 3 | 106 | -7 | -5 | 0
5 | -3 | 98 | 5 | 4 | 1
6 | 2 | 100 | -7 | -1 | 4
7 | 0 | 97 | -6 | -1 | -4
8 | 7 | 103 | 3 | -1 | -1
9 | 1 | 90 | 5 | 2 | -3
10 | 2 | 96 | -3 | -7 | 3
11 | 6 | 94 | -12 | 1 | -2
12 | 4 | 102 | 6 | 3 | 1
13 | -6 | 98 | -3 | -2 | -5
14 | 7 | 102 | -9 | 3 | -11
15 | -2 | 98 | -4 | 2 | -7

# By substructure: the entries above with a Cl atom
entry | Compound | MOR-DOR ag | MOR-DOR inv ag | Arrestin-AP2 inh | HTR5A inv ctr | PKA-R2B act
4 | O=C1C2CC=C(Cl)CC2C(=O)N1CCc1ccccc1 (stereo not drawn) | -2.0 | 11 | 6 | -9 | 8
8 | CN(c1ccc(OCC(=O)NCc2cccnc2)cc1)S(=O)(=O)c1ccc(Cl)cc1 | -0.8 | 4 | 3 | 24 | -1
12 | Cc1ccc(S(=O)(=O)c2nc(Nc3ccccc3N3CCOCC3)sc2Cl)cc1 | 0.9 | -5 | 21 | -22 | 9
14 | OC(COc1ccc(Cl)cc1)CN1CCN(c2cccc(Cl)c2)CC1 (stereo not drawn) | 3.8 | -17 | 11 | -26 | 6

entry | HTR5A ag | Pemphigus Ab inh | PKA-R1A activ | V-ATPase pH | DAGLB inh
4 | 3 | 106 | -7 | -5 | 0
8 | 7 | 103 | 3 | -1 | -1
12 | 4 | 102 | 6 | 3 | 1
14 | 7 | 102 | -9 | 3 | -11

# Following part
entry | Compound | MOR-DOR ag | MOR-DOR inv ag | Arrestin-AP2 inh | HTR5A inv ctr | PKA-R2B act
16 | Cc1cc(C(=O)Nc2ccccc2C)c2ccccc2n1 | -2.6 | 13 | 3 | -4 | 0
17 | Cc1cc(-c2nnc(SCC(=O)NC3CCCC3)o2)no1 | -0.9 | 6 | 0 | -27 | 7
18 | COCCn1c(-c2ccc(-c3ccc([N+](=O)[O-])cc3Br)o2)nc2c1c(=O)[nH]c(=O)n2CC(C)C | 3.2 | -15 | 9 | -5 | 6
19 | O=C(OCC(=O)N1CCCC1=O)C1CCN(S(=O)(=O)c2ccc(Cl)c(C(F)(F)F)c2)CC1 | 2.6 | -10 | -7 | 8 | 1
20 | Cc1ccc(Cl)c(OC(=O)c2ccc(N3CCOCC3)c([N+](=O)[O-])c2)c1 | -0.5 | 3 | 2 | -12 | -12
21 | COc1cccc(NC(=O)COc2c(F)c(F)c(C(F)(F)F)c(F)c2F)c1 | 2.1 | -11 | -1 | 17 | 3
22 | Cc1onc(-c2ccccc2Cl)c1C(=O)N1CCCC1 | -0.8 | 5 | -3 | 0 | 0
23 | Cc1cccc(C)c1NC1=NC(=S)N(c2ccccc2)C12CCOC(C)(C)C2 (stereo not drawn) | 11 | -67 | -1 | -27 | -4
24 | CC1C2C(c3ccccc3)N(C)C(=O)N(C)C2N(C)C(=O)N1C (stereo not drawn) | -1.9 | 8 | -2 | 0 | 8
25 | COc1ccc(NC(=O)C(=O)NNC(=O)c2cccs2)c(OC)c1 | -2.0 | 10 | -10 | 19 | -3
26 | O=C(N/N=C/c1ccco1)c1cc(-c2cccs2)[nH]n1 | 0.5 | -4 | 7 | 15 | -4
27 | Cc1cc(C)n2nc(C(=O)OCC(=O)Nc3ccc4c(c3)OC(F)(F)O4)nc2n1 | -1.3 | 8 | 6 | 3 | 5
28 | Cc1ccccc1NC(=O)CSc1nnc(-c2ccoc2C)n1CCc1ccccc1 | 0.3 | -2 | 0 | -10 | 3
29 | CC[C@@]1(C(=O)OC)N[C@H](CN(C)S(=O)(=O)c2ccc(-c3ccccc3)cc2)[C@@H]2C(=O)N(Cc3ccccc3)C(=O)[C@@H]21 | -4.2 | 20 | 1 | 7 | 2
30 | Cc1cc(NC(=O)CSc2nnc(C3COc4ccccc4O3)n2C)no1 (stereo not drawn) | -4.1 | 20 | -2 | 14 | -2

entry | HTR5A ag | Pemphigus Ab inh | PKA-R1A activ | V-ATPase pH | DAGLB inh
16 | 2 | 115 | 0 | -2 | -3
17 | 12 | 99 | -1 | 0 | 3
18 | 2 | 78* | 8 | -4 | 2
19 | 2 | 104 | -5 | 0 | -2
20 | -1 | 98 | 4 | -1 | 0
21 | 0 | 86 | -13 | 2 | -7
22 | -2 | 97 | 6 | -2 | -3
23 | -3 | 97 | 2 | -2 | -2
24 | 0 | . | 1 | 1 | -3
25 | 0 | 99 | 6 | -1 | -1
26 | -6 | 79 | 3 | 1 | -1
27 | -1 | 101 | -1 | -1 | 1
28 | 1 | . | 16 | 10 | 0
29 | -2 | 91 | -10 | -1 | -9
30 | -5 | 118 | 1 | 2 | -1

# (more compounds)
entry | Compound | MOR-DOR ag | MOR-DOR inv ag | Arrestin-AP2 inh | HTR5A inv ctr | PKA-R2B act
31 | CCCCCCC(=O)NCC(=O)OCC(=O)c1ccccc1 | -0.5 | 2 | 11 | 8 | 0
32 | CCN(CC(=O)NCc1ccc(Cl)cc1)C(=O)COc1ccc(C)cc1C | 2.2 | -12 | 2 | -6 | -2
33 | CS(=O)(=O)N(CC(=O)N1CCCC1)c1cccc(C(F)(F)F)c1 | . | . | . | . | 6
34 | O=C(Nc1nc(-c2cccc([N+](=O)[O-])c2)cs1)c1cccc([N+](=O)[O-])c1C(=O)O | -2.4 | 12 | 43 | -11 | 0
35 | Cc1c(NC(=O)COC(=O)c2ccc(F)c(S(=O)(=O)N3CCOCC3)c2)c(=O)n(-c2ccccc2)n1C | -0.9 | 5 | -15 | -2 | 1
36 | Cc1cc(C)c(S(=O)(=O)N2CCN(C(=O)c3ccccc3OCc3c(C)noc3C)CC2)c(C)c1 | -2.5 | 9 | -7 | 4 | -6
37 | CC(=O)c1cn(CC(=O)Nc2ccc(C)cc2)c2ccccc12 | 1.2 | -7 | -7 | -17 | -18
38 | COc1ccc(/C=N/NC(=O)CNC(=O)c2cccs2)cc1 | -2.4 | 12 | -3 | -9 | -13
39 | COc1ccc(C(=O)COC(=O)CCN2C(=O)C3C4CCC(C4)C3C2=O)cc1 (stereo not drawn) | -0.2 | 2 | 0 | 14 | -10
40 | CCC(=O)Nc1ccc2c(c1)ncn2-c1ccccc1C | -2.2 | 11 | 44 | -7 | -4
41 | Cc1ccccc1S(=O)(=O)Cc1ccc(C(=O)NCc2ccccc2)o1 | -2.9 | 14 | 34 | -7 | -10
42 | Nc1ncnc(Nc2cccc(F)c2)n1 | -0.7 | 4 | 22 | -11 | 7
43 | COc1ccc(CNC2CCSc3ccccc32)cc1OC (stereo not drawn) | -1.6 | 7 | 1 | 6 | -9

entry | HTR5A ag | Pemphigus Ab inh | PKA-R1A activ | V-ATPase pH | DAGLB inh
31 | -1 | 119 | -11 | 16 | -1
32 | -1 | 122 | 1 | 0 | -1
33 | . | 96 | 13 | -1 | 0
34 | -5 | 99 | -4 | 3 | 3
35 | 1 | 101 | -2 | 0 | 2
36 | -4 | . | -13 | -5 | -5
37 | 6 | 91 | -19 | -1 | -1
38 | 1 | 101 | -14 | -4 | 2
39 | 1 | 106 | 1 | 0 | -1
40 | -2 | . | -7 | 5 | -2
41 | 0 | 101 | 7 | 7 | -2
42 | -1 | 107 | 7 | -2 | 1
43 | -2 | . | 0 | -1 | 2

# Compound profiles, from the list above.
# Entry for Nc1ncnc(Nc2cccc(F)c2)n1 : MOR-DOR ag = -0.7; MOR-DOR inv ag = 4; Arrestin-AP2 inh = 22; HTR5A inv ctr = -11; PKA-R2B act = 7; HTR5A ag = -1; Pemphigus Ab inh = 107; PKA-R1A activ = 7; V-ATPase pH = -2; DAGLB inh = 1
# Entry for Cc1cc(C)c(S(=O)(=O)N2CCN(C(=O)c3ccccc3OCc3c(C)noc3C)CC2)c(C)c1 : MOR-DOR ag = -2.5; MOR-DOR inv ag = 9; Arrestin-AP2 inh = -7; HTR5A inv ctr = 4; PKA-R2B act = -6; HTR5A ag = -4; Pemphigus Ab inh = .; PKA-R1A activ = -13; V-ATPase pH = -5; DAGLB inh = -5
